FXIIa inh 1536: human FXIIa protease inhibitors, primary screen, biochemical, 1536-well | Coagulation factor XII (Homo sapiens), P00748 | purified FXIIa, Boc-QGR-AMC fluorogenic substrate, 2 h | inhibition, % at 5 µM | 0.3% of 220,000 active | AID 800, 2007; in the data active = inhibition above about 40%;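 also: 0% = enzyme with no compound and 100% = blank without enzyme; many of its hits are not listed in these tables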
FXIa inh: human FXIa protease inhibitors, primary screen, biochemical, 1536-well; Coagulation factor XI (Homo sapiens), P03951; inhibition, % at 5 µM; purified FXIa, Boc-Glu-Ala-Arg-AMC fluorogenic substrate; 0.14% of 220,000 active;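 active = inhibition of at least 40%; inactive = inhibition below 40%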;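 also: fluorescence of freed AMC excited at 355 nm; 0% = enzyme without compound and 100% = no enzyme blank; many of its hits are not listed in these tables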
14-3-3 Bad inh: inhibitors of 14-3-3 zeta/Bad binding, primary screen, biochemical, TR-FRET, bovine 14-3-3 zeta; 14-3-3 protein zeta/delta (Bos taurus), P63103; 0.71% of 220,000 active; AID 781, 2007; inhibition, % at 21.7 µM; TR-FRET 14-3-3zeta/Dy647-pBad peptide displacement, 1 h;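 active = inhibition above about 70%, limit read from the data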;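 also: 0% = full 14-3-3 plus peptide FRET controls and 100% = background without 14-3-3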
Wee1 degr inh: Wee1 degradation inhibitors, primary screen, cell-based, HeLa, Wee1K328M-luciferase, luminescence; Wee1-like protein kinase (Homo sapiens), P30291; HeLa Luc-Wee1K328M stability; 100% = proteasome inhibitor MG132 effect; reporter increase, % at 5 µM; 1.2% of 220,000 active; AID 1321, 2008;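 active = activation above the mean of all tested compounds plus 3 SD, set per screening run, cut at about 8.8% in these data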;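 also: cells exposed to compound for 20 h before luminescence read; 0% = DMSO alone and 100% = MG132 at 30 µM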
Runt-SMMHC FRET: inhibitors of RUNX1 Runt–CBFb-SMMHC binding, primary screen, biochemical, FRET, Cerulean-Runt, Venus-CBFb-SMMHC, uHTS; Runt-related transcription factor 1 (Homo sapiens) + Core-binding factor subunit beta …; Cerulean-Runt/Venus-CBFb-SMMHC FRET ratio 530/480, 1 h; inhibition, % at 20 µM; 0.74% of 220,000 active; AID 1434, 2008;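 active = mean inhibition across duplicate retests at 20 µM reaching about 50%, limit read from the data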;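 also: 0% = DMSO wells and 100% = wells with excess untagged CBFb-SMMHC; inhibitors lower the FRET ratio by blocking Runt binding to CBFb-SMMHC; some results filed as inactive read as strong as hits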
Target sequence (Q01196 whole entry, looked up): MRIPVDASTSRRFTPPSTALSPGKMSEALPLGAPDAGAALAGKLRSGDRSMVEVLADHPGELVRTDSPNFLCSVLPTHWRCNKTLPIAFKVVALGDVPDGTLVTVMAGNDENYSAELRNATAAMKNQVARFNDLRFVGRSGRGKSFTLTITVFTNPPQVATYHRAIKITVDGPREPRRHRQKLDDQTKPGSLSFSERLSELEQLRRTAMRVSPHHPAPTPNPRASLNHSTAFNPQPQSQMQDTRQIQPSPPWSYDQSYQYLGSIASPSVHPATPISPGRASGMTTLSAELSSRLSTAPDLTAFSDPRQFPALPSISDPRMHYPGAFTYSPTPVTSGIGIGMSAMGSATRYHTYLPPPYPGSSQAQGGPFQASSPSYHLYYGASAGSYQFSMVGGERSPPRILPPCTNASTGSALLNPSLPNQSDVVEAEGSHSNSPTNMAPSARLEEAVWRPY
Target sequence (Q13951 whole entry, looked up): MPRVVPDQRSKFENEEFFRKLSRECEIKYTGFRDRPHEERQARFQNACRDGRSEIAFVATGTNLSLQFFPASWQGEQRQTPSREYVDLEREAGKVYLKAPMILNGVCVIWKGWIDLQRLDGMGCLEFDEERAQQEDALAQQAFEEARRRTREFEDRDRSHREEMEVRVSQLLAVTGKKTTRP
Thrombin inh: human alpha-thrombin inhibitors, primary screen, counter-screen for coagulation protease inhibitor project, biochemical, 1536-well, fluorogenic AMC substrate | Prothrombin (Homo sapiens), P00734 | Boc-VPR-AMC fluorogenic substrate cleavage | inhibition, % at 5 µM | 0.26% of 220,000 active | AID 1046, 2008;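 active = inhibition at or above 40%; inactive = inhibition below 40%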;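 also: 0% = enzyme with no compound and 100% = wells without enzyme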
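System: Human alpha-thrombin protein | Medium: pH 7.5 Tris (50 mM) with NaCl 150 mM, Tween 20 0.05% | Times: Enzyme reaction carried out at room temperature | Detection: AMC fluorescence, 355/460 nm | Evaluation: Percent inhibition scaled between no-compound controls and no-enzyme blanks | Benchmarks: Enzyme without compound as high, wells lacking enzyme as low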
Hck Nef HTS: inhibitors of Nef-activated human Hck kinase, primary screen, biochemical, Z-Lyte FRET, 384-well, Hck-YEEI. inhibition, % at 20 µM. Tyrosine-protein kinase HCK (Homo sapiens), P08631. Recombinant Hck-YEEI plus Nef, Z-Lyte FRET kinase assay. 0.68% of 220,000 active;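 active = Hck-Nef kinase inhibition above about 50%, limit read from the data; inactive = inhibition below that limit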;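 also: 0% = DMSO with Hck plus Nef and 100% = Hck alone without Nef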
hK5 inh: human KLK5 protease inhibitors, primary screen, biochemical, 1536-well; Kallikrein-5 (Homo sapiens), Q9Y337; inhibition, % at 5 µM; 0.59% of 210,000 active; recombinant hK5, fluorogenic AMC substrate cleavage;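 active = inhibition of 40% or more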;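 also: 0% = enzyme controls without compound and 100% = no-enzyme blanks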
Target sequence (Q9Y337 67-293 limits assumed): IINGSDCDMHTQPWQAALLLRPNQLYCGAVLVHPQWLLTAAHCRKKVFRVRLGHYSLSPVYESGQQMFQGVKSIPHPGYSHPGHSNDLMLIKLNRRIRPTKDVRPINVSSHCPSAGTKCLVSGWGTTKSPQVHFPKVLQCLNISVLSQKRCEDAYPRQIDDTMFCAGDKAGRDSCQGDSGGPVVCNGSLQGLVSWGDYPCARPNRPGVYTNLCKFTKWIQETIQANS
Runt-CBFb FRET: inhibitors of RUNX1 Runt–CBFb binding, primary screen, biochemical, FRET, Cerulean-Runt, Venus-CBFb, uHTS | Cerulean-Runt/Venus-CBFb FRET ratio 530/480, 1 h | inhibition, % at 20 µM | 0.46% of 220,000 active | AID 1496, 2009;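 active = inhibition over about 50% at 20 µM in the single-dose screen, limit read from the data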;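 also: 0% = DMSO wells and 100% = excess unlabeled CBFb competitor control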
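Assay system: Cerulean-Runt domain fusion protein, energy donor; Signal: fluorescence energy transfer, 422 nm excitation, 530/480 nm emission; Timing: 1 h compound exposure, room temperature; Control set: unlabeled CBFb; Medium: Tris buffer pH 7.5 with salts and BSA; Compound: single test concentration of 20 µM, 1% DMSO final; Probe or stimulus: Venus-CBFb 100 nM.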
Starred values were filed as active, the others as inactive; / = no result given; [ ] = another dose, or the depositor's remark.

canonical_smiles	FXIIa inh 1536	FXIa inh	14-3-3 Bad inh	Wee1 degr inh	Runt-SMMHC FRET	Thrombin inh	Hck Nef HTS	hK5 inh	Runt-CBFb FRET
S=C1Nc2cc(Cl)ccc2Sc2ccccc21	3	-5	-6	0	4	-9	-1	-28	3
COCCN(C(=S)Nc1ccccc1C)C(C)c1cccs1 (stereo not drawn)	13	1	-15	-2	2	1	3	-3	2
O=C(COC(=O)CNC(=O)c1ccc2c(c1)OCO2)Nc1ncc(Cl)cc1Cl	5	4	0	4	1	8	15	-4	0
Cc1c(Cl)cnc(NC(=O)COC(=O)c2nn(C)c(=O)c3ccccc23)c1Cl	6	-5	-6	6	-1	-6	-3	-2	1
O=c1cc(-c2ccccc2)c2ccc(O)c(CN3CCCCC3)c2o1	-9	-3	-9	-1	-60	-7	3	-23	-18
O=C(CSc1nnc(-c2cccs2)o1)N1CCCc2ccccc21	11	3	-9	-1	2	2	1	-5	0
CCNS(=O)(=O)c1ccc(NC(=O)c2ccccc2SCCOC)cc1	0	-6	-9	-1	0	-8	1	/	0
CCOC(=O)c1ccc(NC(=O)c2cccc(S(=O)(=O)N3c4ccccc4CC3C)c2)s1 (stereo not drawn)	3	5	11	7	-2	-6	0	-19	-1
Cc1cc(CNC(=O)Cn2cc([N+](=O)[O-])cn2)c2ccccc2n1	8	6	-4	1	-1	/	22	-1	0
O=C(c1ccc(Cl)cc1)c1c[nH]c(C(=O)NNc2ccccc2)c1	8	8	-3	3	5	24	-11	14	10
O=C(NCc1ccco1)c1ccc(S(=O)(=O)N2CCCCC2)cc1	7	-1	-6	1	/	-7	11	2	/
CC1(C(=O)NC2CCCCC2)CCC(=O)N1Cc1cccs1 (stereo not drawn)	-3	-5	6[fluorescence artefact?]	-1	1	4	24	-3	1
CC1(C)Oc2ccc(C(=O)N3CCOCC3)cc2N(CC(=O)N2CCOCC2)C1=O	19	3	-11	0	3	-2	0	-6	-2
Cc1c(Br)c([N+](=O)[O-])nn1CC(=O)NCc1cccnc1	-9	-30	3[fluorescence artefact?]	-4	-2	0	0	8	2
O=C(NCCO)c1cccc(S(=O)(=O)N2CCCCC2)c1	16	1	7	-1	-7	-2	2	2	0
CC(C)(C)c1nc2ccccc2c(=O)n1N1C(=O)c2ccccc2C1=O	13	6	0	0	5	4	-10	-2	-4
CCOC(=O)C1CCN(C(=O)CS(=O)Cc2nc(-c3ccc(C)cc3)oc2C)CC1 (stereo not drawn)	20	9	-2[fluorescence artefact?]	1	0	1	0	-5	-5
CCCN1C(=O)/C(=C/c2c(NCCCOCC)nc3c(C)cccn3c2=O)SC1=S	5	6	8	1	-30	3	1	0	-6
O=C(N1CCOCC1)N(CCN1CCOCC1)Cc1cccc(Cl)c1	14	5	31	2	2	1	9	-9	0
Cc1cccc(Nc2ncnc3nc[nH]c23)c1C	20	8	3[fluorescence artefact?]	1	0	-3	20	0	/
Cc1ccc(C(=O)N/C(=C/c2ccc(-c3cccc([N+](=O)[O-])c3)o2)C(=O)NC(C)C)cc1	5	7	7	-1	1	0	1	4	-1
O=C(Cc1cccs1)Nc1cccc(-c2nc3cc4ccccc4cc3[nH]2)c1	-20	-13	-4	1	1	-4	5	-20	1
Cc1nc2ccccc2n1CCc1ccccc1	5	-2	-3	0	3	-6	21	1	2
CCCn1nc(C(=O)NCc2ccccn2)c2ccccc2c1=O	16	-10	-9	-2	3	-13	3	-28	0
COc1ccc(NC(=O)COC(=O)c2ccc(Cl)c(S(N)(=O)=O)c2)c([N+](=O)[O-])c1	10	8	-5	-2	-6	-7	4	6	-1
Clc1ccc2[nH]c3c(N4CCC5(CC4)OCCO5)ncnc3c2c1	-3	3	6	2	0	0	0	2	6
O=C(c1ccc(-c2ccccc2)cc1)N1CCN(c2nc3ccccc3o2)CC1	7	5	3	3	-8	5	3	2	-1
O=C(NCCc1cccs1)c1cccs1	20	-7	5	4	1	20	-22	0	0
C[n+]1cnc(-c2ccccc2)cc1-c1ccccc1	11	8	12[fluorescence artefact?]	1	0	1	-36	-4	0
COc1ccc(OC)c(C2C(C#N)=C(N)Oc3cc(C)n(Cc4ccccn4)c(=O)c32)c1 (stereo not drawn)	1	-1	-1	-2	1	-2	3	-12	2
Cc1cc(-c2ccccc2)nc2[n+]1CCN2C	12	-4	3	4	6	-6	1	-5	1
Cc1ccc(S(=O)(=O)CCC(=O)OCn2nnc3ccccc3c2=O)cc1	/	-5	-3	-3	0	-1	-12	5	1
CC1=NN(c2ccccc2)C(=O)/C1=C\c1ccc(Br)s1	10	11	-7[fluorescence artefact?]	8	15	0	3	-18	28
COc1ccc2nc(SCC(=O)N3CC(=O)Nc4ccccc43)c(C#N)cc2c1	-14	-6	-21[fluorescence artefact?]	0	-7	-7	6	-17	0
CCN(CC)C(=O)CSc1nc2ccccc2c(=O)n1OC	18	0	-2	-3	-3	-7	2	-19	-2
COCCn1c(SCC(=O)Nc2ccc(F)cc2)nc2c(oc3ccccc32)c1=O	2	2	1	11*	-2	-11	26	-2	0
O=C1NC(=O)/C(=C/c2ccccn2)S1	3	-1	-8	-2	-6	-7	20	-2	-2
CN1CCN(C(=S)SCc2nc(N)nc(Nc3ccc(F)cc3)n2)CC1	7	0	-3	-2	-3	-5	-21	0	-2
COc1ccccc1C1CCN(Cc2cccc([N+](=O)[O-])c2)CC1	8	6	7	2	-3	1	11	2	3
O=C(CSc1nc2ccccc2o1)Nc1ccc(N2CCOCC2)cc1	18	10	-14	5	-10	0	4	-9	-4
COCc1ccc(CN2CCCC(CO)(Cc3ccccc3C)C2)o1 (stereo not drawn)	13	0	4	7	0	0	20	4	-1
CC1CCC(C(C)C)C(OCC(O)CN2CCCC(C)C2)C1 (stereo not drawn)	1	-1	-5	6	2	-8	-4	-3	-3
CCOc1ccc(NC(=O)N(C2CCCCC2)C(C)c2cccnc2)cc1 (stereo not drawn)	17	-5	1	4	0	-9	-1	-5	4
Cc1cc(NC(=O)CCc2ccc(S(=O)(=O)N3CCOCC3)cc2)n(-c2ccccc2)n1	8	7	10	-1	3	3	1	-23	-2
CC(C)NC[C@@H](O)c1ccc(O)c(O)c1	7	1	14	-1	-3	0	1	5	3
O=[N+]([O-])c1cccc(-c2nc3ccc([N+](=O)[O-])cc3[nH]2)c1	-4	-3	10	2	1	-8	10	-7	0
COc1cccc(OCCCOc2ccc([N+](=O)[O-])cc2Cl)c1	12	2	3	-3	-2	-4	2	-1	-3
CCS(=O)(=O)c1ccc(O)c(NC(=O)CC2(CC(=O)O)CCCC2)c1	1	-2	3	-2	1	-4	14	2	0
O=C(CN1CCN(Cc2ccccc2Cl)C1=O)NCC1CCCO1 (stereo not drawn)	9	-3	-1[fluorescence artefact?]	/	3	-8	-1	-4	-1
Cc1c(CCC(=O)O)c(=O)oc2cc3occ(C(C)(C)C)c3cc12	7	22	-3	0	-3	-2	14	-2	-2
COC(=O)c1cc(NC(=O)c2cccc(F)c2)cc(C(=O)OC)c1	10	4	-4	0	0	-5	3	-2	-2
CCCN1C(=O)CC(c2ccco2)Sc2ccccc21 (stereo not drawn)	-5	-19	17[fluorescence artefact?]	0	-1	-3	5	-6	3
COc1cc(OC)c2c(OC)cccc2n1	10	3	-8	-1	-3	1	2	0	0
O=C(Nc1ncc(Cl)cn1)c1cccs1	3	-22	0	1	-2	-8	-18	1	-7
Cc1ccccc1C(=O)N[C@H](C(=O)OCC(=O)c1ccc[nH]1)C(C)C	4	4	2[fluorescence artefact?]	-1	-1	0	1	-3	1
O=C(O)C1CC=CCC1C(=O)NCCc1csc(-c2ccccc2)n1 (stereo not drawn)	14	16	-8	-2	2	0	-2	3	-4
Cc1cc([N+](=O)[O-])nn1Cc1c(F)c(F)c(F)c(F)c1F	12	-17	6	0	0	-2	-3	6	-1
CC(=O)NC(CCS(C)(=O)=O)C(=O)Nc1ccccc1Cl (stereo not drawn)	5	-7	-9[fluorescence artefact?]	5	0	5	1	-15	-5
Nn1c(SCC(=O)Nc2ccccc2F)nc2ccccc2c1=O	-1	-6	2[fluorescence artefact?]	-3	4	-1	-1	-31	-1
COc1ccc(C(CNC(=O)c2cc(=O)[nH]c3ccccc23)N2CCCC2)cc1 (stereo not drawn)	5	-2	-8	3	0	1	2	2	-2

For reference, 2 of the compounds above.
canonical_smiles	FXIIa inh 1536	FXIa inh	14-3-3 Bad inh	Wee1 degr inh	Runt-SMMHC FRET	Thrombin inh	Hck Nef HTS	hK5 inh	Runt-CBFb FRET
COCc1ccc(CN2CCCC(CO)(Cc3ccccc3C)C2)o1 (stereo not drawn)	13	0	4	7	0	0	20	4	-1
CC1CCC(C(C)C)C(OCC(O)CN2CCCC(C)C2)C1 (stereo not drawn)	1	-1	-5	6	2	-8	-4	-3	-3

Next results:
canonical_smiles	FXIIa inh 1536	FXIa inh	14-3-3 Bad inh	Wee1 degr inh	Runt-SMMHC FRET	Thrombin inh	Hck Nef HTS	hK5 inh	Runt-CBFb FRET
CCOC(=O)C1=C(C)N(CCO)C(=O)NC1c1cccc(O)c1 (stereo not drawn)	4	-3	-13	-2	1	1	1	0	1
Cc1cc(N2CCN(c3ccccc3)CC2)n2ncnc2n1	4	0	5	-1	4	-5	21	3	0
O=C(c1cc2cc(Br)cc(Br)c2oc1=O)N1CCCc2ccccc21	14	5	-5	-2	-5	7	2	-4	1
O=C(N/N=C/c1ccccc1[N+](=O)[O-])c1cccs1	3	0	-3	3	2	-13	22	-4	-1
C=CCN1c2ccccc2[C@]23C[C@@H](C(=O)OC)N(C(=O)c4ccco4)C2=NC(C(=O)OC)=C(C(=O)OC)[C@H]13	2	0	-5	/	1	-6	16	-2	-1
CCOC(=O)N1CCN(C(=O)C(CC)c2ccccc2)CC1 (stereo not drawn)	9	8	-9	2	6	-1	1	-8	2
O=C1NC(=O)/C(=C\c2ccc(Oc3cnccn3)cc2)S1	5	6	-18	1	2	-4	24	-3	0
